# TEAD-YAP block: TEAD-YAP interaction inhibition, primary screen, TEAD-YAP interaction inhibitor project, luminescence, HEK-TIYL cells. inhibition, % at 9.12 µM. actives 1.4% (n = 640,000). TEAD-Gal4/YAP UAS-luciferase luminescence; in the data active = inhibition above about 32%;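 also: 0% = median of test compound wells and 100% = reference inhibitor wells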
# GPR151 ag: activators of human GPR151, primary screen, cell-based, PathHunter beta-arrestin, luminescence | PathHunter beta-arrestin GPR151 cells | actives 1% (n = 650,000) | AID 1508602, 2020 | G-protein coupled receptor 151 (Homo sapiens), Q8TDV0 | activation, % at 11.2 µM; in the data active = activation above about 4.9%;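 also: 0% = median of compound wells and 100% = cells with positive control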
# Target sequence (Q8TDV0 whole entry, looked up): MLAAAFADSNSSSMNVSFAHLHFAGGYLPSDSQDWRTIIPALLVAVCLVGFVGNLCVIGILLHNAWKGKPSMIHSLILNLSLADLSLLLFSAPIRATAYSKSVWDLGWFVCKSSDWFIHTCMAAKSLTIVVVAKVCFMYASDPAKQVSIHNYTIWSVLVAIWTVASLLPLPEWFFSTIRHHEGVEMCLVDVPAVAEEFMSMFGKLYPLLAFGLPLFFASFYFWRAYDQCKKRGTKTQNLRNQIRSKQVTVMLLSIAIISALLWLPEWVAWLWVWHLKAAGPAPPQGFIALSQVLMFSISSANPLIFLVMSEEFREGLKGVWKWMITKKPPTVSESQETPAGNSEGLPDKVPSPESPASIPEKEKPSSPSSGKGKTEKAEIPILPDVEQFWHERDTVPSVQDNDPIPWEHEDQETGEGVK
# MITF inh: MITF inhibitors, primary screen, biochemical, AlphaScreen, human; AlphaScreen MITF homodimerization, bead proximity signal; actives 0.91% (n = 650,000); inhibition, % at 2.6 µM; in the data active = inhibition above about 50%;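 also: 0% = vehicle wells with protein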
# Target sequence (O75030 whole entry, looked up): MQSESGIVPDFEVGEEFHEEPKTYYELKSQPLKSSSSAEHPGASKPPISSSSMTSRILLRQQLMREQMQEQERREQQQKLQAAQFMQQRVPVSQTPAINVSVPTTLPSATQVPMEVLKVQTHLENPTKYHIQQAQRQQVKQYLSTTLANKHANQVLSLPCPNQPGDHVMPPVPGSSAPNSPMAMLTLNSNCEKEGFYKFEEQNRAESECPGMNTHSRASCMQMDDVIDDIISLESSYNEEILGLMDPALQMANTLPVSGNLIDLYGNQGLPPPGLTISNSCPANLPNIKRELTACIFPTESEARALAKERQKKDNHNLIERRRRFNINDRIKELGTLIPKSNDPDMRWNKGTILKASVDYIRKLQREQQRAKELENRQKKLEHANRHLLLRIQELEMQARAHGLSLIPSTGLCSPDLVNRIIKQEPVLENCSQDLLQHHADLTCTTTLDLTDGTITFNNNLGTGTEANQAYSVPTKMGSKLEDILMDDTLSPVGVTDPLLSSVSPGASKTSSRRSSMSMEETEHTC
# FBW7 act: FBW7 E3 ligase activators, primary screen, biochemical, AlphaScreen, human; normalized activity (activation), % at 26.1 µM; AlphaScreen FBW7–phospho-cyclin E peptide binding, activator screen; F-box/WD repeat-containing protein 7 (Homo sapiens), Q969H0; AID 1259310, 2017; actives 0.13% (n = 650,000); in the data active = normalized activity above about 1.9%;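 also: purified mutant Fbw7 with reduced substrate affinity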
# Numbers without * were called inactive; & = joins results of further samples.
# The opening 3 records, ahead of the listing:
structure	TEAD-YAP block	MITF inh	FBW7 act	GPR151 ag
O=C(O)CC1(CC(=O)Nc2cccc3nonc23)CCCCC1	-6	-17	-0.2	0.4
Cc1cc(S(=O)(=O)NCc2ccncc2)c(C)c(C)c1C	43*	-1	0.1	2.3
C=CCn1c(-c2ccc(C)cc2)csc1=Nc1ccccc1C	10	14	-0.2	1.1

# The listing, repeating the preview:
structure	TEAD-YAP block	MITF inh	FBW7 act	GPR151 ag
O=C(O)CC1(CC(=O)Nc2cccc3nonc23)CCCCC1	-6	-17	-0.2	0.4
Cc1cc(S(=O)(=O)NCc2ccncc2)c(C)c(C)c1C	43*	-1	0.1	2.3
C=CCn1c(-c2ccc(C)cc2)csc1=Nc1ccccc1C	10	14	-0.2	1.1
CC(=O)Nc1ccc(N2CCN(C(=O)c3ccco3)CC2)cc1	-5	1	0.0	1.8
Cc1csc(NC(=O)CSc2nnc(-c3ccccn3)n2-c2ccccc2Cl)n1	62*	-3	0.1	-0.2
COc1ccc(CCNc2nc(Nc3cc(OC)c(OC)c(OC)c3)ncc2C)cc1	15	6	0.0	3.3
O=c1c2c(nc3nc(NCc4c(F)cccc4Cl)[nH]n13)CCC2	12	5	0.0	1.5
Cc1c(C(=O)N2CCN(C)CC2)sc2ncnc(N3CCN(c4ccccc4)CC3)c12	-7	17	1.6	-0.7
Cc1cccc(C(C)C)c1NC(=O)c1cncc(Br)c1	2	12	-0.1	-0.7
COCc1cc(C)nc(SCc2ccc(Cl)cc2)c1C#N	-4	1	0.3	-0.1
COc1ccc(S(=O)(=O)NCCc2ccc(S(N)(=O)=O)cc2)cc1C(=O)O	0	15	0.2	-1.1
N#CCSc1nc2c(sc(=S)n2Cc2ccco2)c(=O)n1-c1ccc(F)cc1	-26	-4	0.0	1.8
CCOC(=O)c1nnn(CC(=O)Nc2cccc(F)c2)c1C(=O)OCC	5	-3	-0.1	-1.2
COc1ccc(O)c(/C=N/NC(=O)c2cc(Br)ccc2O)c1	-10	-1	-0.1	-0.8
O=C(O)C1(Nc2ccc([N+](=O)[O-])cn2)CCCC1	-11	6	0.0	-0.1
CN(C)c1ccc(/C=C(\NC(=O)c2ccccc2F)C(=O)Nc2cccc(Cl)c2)cc1	3	8	0.1	0.7
COc1cc(NC(=O)c2cccc(-n3cc(NC(=O)Cc4ccccc4)cn3)c2)ccc1N1CCOCC1	-11&-7	3&10	-0.1&-0.1	1.0&0.1
COC(=O)COc1ccc(NC(=O)c2ccc3c(c2)C(=O)N(C)C3=O)cc1	-1	13	-0.1	1.8
COc1cc(C=Nc2ccccc2C(=O)O)cc(OC)c1OC	4	6	-0.1	-1.5
CC(=O)N1N=C(c2ccc(C)cc2)CC1c1ccccc1O (centres undefined)	-8	-8	-0.2	0.0
Cc1ccc(S(=O)(=O)N/N=C/C2=C(Cl)c3c(C)nn(-c4ccccn4)c3CC2)cc1	-1	-5	0.4	-0.6
COCCNCc1nc2c([nH]1)c(=O)n(C)c(=O)n2C	12	-3	-0.8	3.2
COc1ccc(C2(C)NC(=O)N(CC(=O)Nc3ccc(C)cc3C)C2=O)cc1 (centres undefined)	11	-16	-0.1	1.6
c1ccc(Cn2c(-c3ccccc3)csc2=Nc2ccccc2)cc1	-6	9	-0.1	3.4
COc1cccc(CN2C[C@@H]3C[C@@H](c4ccccc4F)N4CCC[C@@]34C2=O)c1	8	-9	-0.1	-1.1
COc1ccc(-c2nc3s/c(=C\c4ccc(OC)cc4OC)c(=O)n3n2)cc1	2	2	0.6	-0.6
CC(=O)N1CC(C)Oc2cc(S(=O)(=O)Nc3ccccc3Cl)ccc21 (centres undefined)	4	0	-0.1	1.4
O=C(Cn1c2ccccc2c2cn[nH]c(=O)c21)NC1CCCC1	1	-15	-0.1	0.6
CC1=CC(=O)C=C(C)C1=NS(=O)(=O)c1ccc([N+](=O)[O-])cc1	1	0	-0.1	0.3
COc1ccc(CCNC(=O)CN(c2ccc(C)c(C)c2)S(C)(=O)=O)cc1OC	4	12	0.0	1.8

# 3 entries picked at random from those above:
structure	TEAD-YAP block	MITF inh	FBW7 act	GPR151 ag
Cc1ccc(S(=O)(=O)N/N=C/C2=C(Cl)c3c(C)nn(-c4ccccn4)c3CC2)cc1	-1	-5	0.4	-0.6
COc1ccc(O)c(/C=N/NC(=O)c2cc(Br)ccc2O)c1	-10	-1	-0.1	-0.8
COc1cccc(CN2C[C@@H]3C[C@@H](c4ccccc4F)N4CCC[C@@]34C2=O)c1	8	-9	-0.1	-1.1

# Later entries
structure	TEAD-YAP block	MITF inh	FBW7 act	GPR151 ag
CCOC(=O)C1=C(O)/C(=C/c2cn(Cc3ccccc3)c3ccccc23)SC1=Nc1ccc(C)cc1	4	9	0.3	-1.1
CCN1CCn2c1nc(N1CCCCC1)nc2=O	13	4	0.8	3.4
CCOC(=O)c1c(NC(=O)c2ccccc2F)sc(C(=O)Nc2cc(C)ccc2C)c1C	9	3	-0.1	0.1
CC(C)OCCNC(=O)CCc1nnc(CCc2ccccc2)o1	-15	-6	0.1	-0.2
CC1CN(CC(O)COCCOc2ccc(Cl)cc2)CC(C)O1 (centres undefined)	-2	-9	0.0	1.4
COc1ccc(N2C(N)=C(C#N)C(c3ccc(F)cc3)C3=C2CCCC3=O)cc1 (centres undefined)	51*	6	0.1	-1.7
O=c1nc(Cl)n(-c2ccccc2)n1-c1ccccc1	-10	-3	0.1	-0.4
Cn1cnnc1SCc1cc(=O)c(OC(=O)c2ccc(C(C)(C)C)cc2)co1	-5	-1	0.0	3.5
Cc1ccn2c(CN(C)C(C)c3ccon3)c(C(=O)N3CCCCCC3)nc2c1 (centres undefined)	4	-6	0.0	0.4
COc1ccc(Cn2c(=O)c(=O)oc3ccccc32)cc1OC	-17	11	-0.1	0.3
Cc1nc(-c2cncc(Br)c2)cc(N(C)Cc2ccccc2)n1	-54	-6	0.1	0.8
C=CCn1c(=NC(=O)C2=COCCO2)sc2cccc(OC)c21	-10	6	0.1	-0.6
Cc1cc(OCC(=O)Nc2ccncc2)ccc1[N+](=O)[O-]	16	0	-0.4	0.3
CSc1ncc(CN2CCN(CC(C)(C)C)C(CCO)C2)cn1 (centres undefined)	1	-2	0.0	5.8*
O=C(CSc1nnnn1-c1ccc(F)c(Cl)c1)N1CCCCC1	12	2	0.1	1.2
O=C(CCCCCN1C(=O)c2ccccc2C1=O)Nc1cccc(O)c1	14	9	0.2	-0.3
Cc1cc(C)c(S(=O)(=O)CCC#N)c(C)c1	8	0	-0.1	3.7
O=C1C2C(c3ccccc3)OC3(C(=O)c4ccccc4C3=O)C2C(=O)N1c1ccc(F)c([N+](=O)[O-])c1 (centres undefined)	6	7	0.0	-1.2
COc1ccccc1CN1CCN(C(CC(C)C)c2nnnn2Cc2cccs2)CC1 (centres undefined)	-8	-9	-0.2	-0.4
CCc1c(C)c(C#N)c2nc3ccccc3n2c1NCCN(C)C	1	-2	-0.1	-1.9
Cc1cccc(C)c1NS(=O)(=O)Cc1ccccc1Cl	18	4	-0.1	0.7
CC1=C(C(=O)Nc2ccccc2F)C(c2cccnc2)C2=C(CC(C)(C)CC2=O)N1 (centres undefined)	13	9	0.2	-0.4
Cc1ccc(C)c(OCC(=O)NNC(=O)Cn2cnc3ccccc3c2=O)c1	5	-4	-0.1	0.7
Nc1nc(C2COc3ccccc3O2)nc2ccc(-c3cn[nH]c3)cc12 (centres undefined)	22	-7	-0.1	-3.3
Cn1c(-c2ccc(F)cc2)cnc1NCc1cc2c(cc1[N+](=O)[O-])OCO2	13	32	-0.3	1.4
CSc1ccccc1C(=O)Nc1cccc(N(C)S(C)(=O)=O)c1	-12	1	0.8	-0.9
Cc1ccccc1-n1nc2c(c1NC(=O)c1ccccc1Br)CSC2	4	-2	-0.1	0.8
Cc1ccc(N2C(=O)C(Cl)=C(N(C)c3ccccc3)C2=O)cc1	52*	19	0.0	-0.1
Cc1cccc(C)c1N1CCN(C(=O)c2cc3cc([N+](=O)[O-])ccc3oc2=O)CC1	6	15	0.6	0.7
CCn1c(Cc2ccccc2)nnc1SCC(=O)Nc1cc(Cl)ccc1O	15	-6	0.0	-0.7

# Exported with values under each structure: entries from further up.
# Value order – TEAD-YAP block, MITF inh, FBW7 act, GPR151 ag
CSc1ccccc1C(=O)Nc1cccc(N(C)S(C)(=O)=O)c1
 : -12, 1, 0.8, -0.9
Cc1ccccc1-n1nc2c(c1NC(=O)c1ccccc1Br)CSC2
 : 4, -2, -0.1, 0.8
Cc1ccc(N2C(=O)C(Cl)=C(N(C)c3ccccc3)C2=O)cc1
 : 52*, 19, 0.0, -0.1

# Further structures follow.
structure	TEAD-YAP block	MITF inh	FBW7 act	GPR151 ag
CCN(CC)CCn1c(=S)[nH]c2cc(C(=O)N3CC=C(c4ccccc4)CC3)ccc2c1=O	-1	16	0.0	0.2
Cc1ccc(CN2CCNC(=O)C2CC(=O)N2CCN(C(=O)c3cccs3)CC2)cc1 (centres undefined)	17	3	0.3	-2.1
CCOc1ccc(Br)cc1CC(=O)O	7	14	0.0	-0.5
CCCN1C(=O)/C(=C\c2ccc3c(c2)OCO3)SC1=S	0	-7	-0.1	0.6
O=C(COC(=O)c1cccc(OC(F)F)c1)Nc1ncccn1	1	9	0.0	0.3
O=C(CSc1nc2nccnc2c(=O)n1Cc1cccs1)NCCc1ccccc1	-2	6	0.1	0.1
COCCNC(=O)c1nnc(Cc2ccc(F)cc2)o1	8	5	0.8	-0.2
CCc1ccccc1NC(=O)c1ccc(OC)nn1	-22	12	0.8	2.2
CSc1nnc2c(n1)OC(c1ccc(N(C)C)cc1)Nc1ccc(Br)cc1-2 (centres undefined)	-2	-6	0.0	0.4
CCCCCCC(=O)N/N=C/c1ccc(O)cc1	-1	-3	-0.2	0.5
Cc1ccccc1NC(=O)CCCCC(=O)Nc1ccccc1C	-2	18	0.1	-1.1
O=C1NCC(c2ccccc2)C1C(=O)N/N=C\c1cc(Cl)ccc1O (centres undefined)	23	10	-0.5	-0.2
COc1ccc(C2(CNCc3c(C(=O)N4CCCC4)nc4ccccn34)CCCC2)cc1	4	4	0.0	0.3
COc1ccc(-c2cc(NC3CC3)n3ncnc3n2)cc1	-5	5	-0.1	0.2
COC1=CC=C(C2C3=C(CC(C)(C)CC3=O)OC3=C2C(=O)CC(C)(C)C3)CC1	-3	-4	0.3	0.4
CCc1ccccc1-n1nnc(-c2nc(-c3ccccc3)no2)c1N	-17	-12	0.2	-0.2
CC[C@H](C)[C@H](NC(=O)c1ccc(OCc2c(C)noc2C)c(OC)c1)C(=O)O	5	-3	0.3	-0.1
CCOC(=O)COc1ccc(S(=O)(=O)NCc2ccc(Cl)cc2Cl)cc1	1	-19	-0.2	1.5
Cc1ccc2c(c1)c1c(n2CCC#N)C(=O)CCC1	4	5	0.7	0.5
Cc1ccc(C(O)C#CC23CC4CC(CC(C4)C2)C3)o1 (centres undefined)	5	9	-0.2	1.7
CCCCCn1c(=O)[nH]c2cc(C(=O)NCCN3CCCCC3C)ccc2c1=O (centres undefined)	2	0	-0.1	0.8
COc1ccc(C(CC(=O)Nc2ccccc2)N2Cc3ccccc3C2=O)cc1 (centres undefined)	-5	3	0.0	-0.9
O=C(Cc1ccc(-n2cccc2)cc1)Nc1ccccc1F	-10	17	-0.1	-0.4
COc1ccc(NC(=O)CCCCCn2c(SCC(=O)NCCc3ccccc3)nc3ccsc3c2=O)cc1	8	-9	0.0	0.7
COC(=O)C1=C(C)N=c2s/c(=C\c3cccnc3)c(=O)n2C1c1ccccc1 (centres undefined)	10	8	0.6	-0.5
CC(C)CNC(=O)C(=O)NCc1ccncc1	1	10	0.0	0.6
COc1ccc(/C(C)=N/NS(=O)(=O)c2ccc(C(C)(C)C)cc2)cc1	1	-7	0.1	-1.6
O=C(CSc1ccc(-c2cccnc2)nn1)Nc1cc(Cl)cc(Cl)c1	-4	-3	-0.2	1.5
Cc1cc(C)cc(N2CC34C=CC(O3)C(C(=O)OC(C)C(=O)NC3CCCC3)C4C2=O)c1 (centres undefined)	4	27	-0.1	-1.5
Brc1ccc(Nc2nc(-c3ccccc3)c3cc(Br)ccc3n2)cc1	6	7	-0.1	0.0

# More entries
structure	TEAD-YAP block	MITF inh	FBW7 act	GPR151 ag
COc1ccc(S(=O)(=O)N(CC(=O)Nc2cccc(C)c2)c2ccc(C)cc2)cc1OC	-2	-1	0.7	4.5
CCOC(=O)c1cnc2ccc(C(=O)OC)cc2c1Nc1ccc(N(C)C)cc1	1	8	0.0	-0.2
COC(=O)c1cccc(N2C(=O)c3ccc(Oc4ccc(NC(C)=O)cc4)cc3C2=O)c1	14	13	0.1	1.5
CCOC(=O)c1sc(=S)n(-c2ccc(C)cc2)c1N	5	8	-0.1	0.6
O=C1OC(Oc2ccccc2[N+](=O)[O-])(c2ccccc2)c2ccccc21 (centres undefined)	3	-4	-0.2	0.5
COc1ccc(NC(=O)CCc2nc(-c3ccc(OC)cc3)no2)cc1	-16	-6	-0.1	-0.8
COc1ccc(CNC(=O)CCSCc2ccc(Cl)cc2)cc1	-8	4	0.3	-0.9
COC1CCCN(C(=O)CC2(c3ccccc3)CC(=O)N(CC3CCCCC3)C2=O)C1 (centres undefined)	1	-15	0.3	-0.6

# High-throughput results (PubChem BioAssay)
